Screens (PubChem)
MEKK2 WT-MEK5 = raises or lowers MEK5 binding to wildtype human MEKK2 PB1 domain; bead flow cytometry, Alexa488-MEK5 binding to MEKK2 WT; actives lie on both sides; binding response (% of control), % at 10 µM; hit rate 1.1% among 290,000; AID 1531; in the data active = binding response below about 67% or above about 130%
V1aR counter = activates human V1a receptor in oxytocin agonist counter-screen. P37288. CHO-V1R cells, Fluo-8 calcium fluorescence, agonist mode; 0% DMSO, 100% 3 nM vasopressin. activation, % at 3 µM. hit rate 0.25% among 320,000;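 active = activation above the mean activation of all tested compounds plus 3 SD, per screening run, cut at about 20% in these data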;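 note: signal is peak over basal fluorescence ratio across a 100 second FLIPR read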
Target sequence (P37288 whole entry, looked up): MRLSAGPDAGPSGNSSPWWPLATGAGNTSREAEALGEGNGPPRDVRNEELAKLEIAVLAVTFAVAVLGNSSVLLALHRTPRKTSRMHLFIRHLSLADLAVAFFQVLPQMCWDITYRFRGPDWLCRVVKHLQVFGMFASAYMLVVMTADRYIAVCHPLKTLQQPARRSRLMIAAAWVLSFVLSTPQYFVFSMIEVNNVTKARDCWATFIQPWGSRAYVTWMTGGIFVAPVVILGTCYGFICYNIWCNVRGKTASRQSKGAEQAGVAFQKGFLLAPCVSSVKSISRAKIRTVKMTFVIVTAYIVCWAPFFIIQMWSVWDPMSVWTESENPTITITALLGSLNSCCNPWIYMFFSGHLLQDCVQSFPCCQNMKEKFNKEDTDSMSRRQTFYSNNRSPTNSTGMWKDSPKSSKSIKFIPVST
GPR7 antagonist = antagonists of human GPR7 (neuropeptides B/W receptor 1). P48145. GPR7-expressing cells, fluorescence antagonist assay. inhibition, % at 4.4 µM. hit rate 1.1% among 290,000; in the data active = inhibition above about 16%, passing the limit was not always enough;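 note: cells stimulated with the agonist NPW; 0% = agonist with vehicle and 100% = vehicle without agonist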
MEKK3 PB1 HTS = MEKK3-MEK5 PB1 interaction, increase or decrease; bead-based flow cytometry, Alexa488-MEK5 binding to MEKK3; actives lie on both sides; 0 = blocked by unlabeled MEK5, 100 = vehicle; binding response (% of control), % at 10 µM; hit rate 1.4% among 290,000; AID 1529;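 active = binding response more than 3 SD above or below the average of its plate-row segment, actives on both sides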;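 note: Alexa488 bead fluorescence after subtracting the streptavidin-only scavenger bead signal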
PHOSPHO1 inh = PHOSPHO1 (human) inhibition. Q8TCT1. recombinant PHOSPHO1, absorbance phosphatase assay. inhibition, % at 13.3 µM. hit rate 1.1% among 290,000; in the data active = inhibition above about 60%
Target sequence (Q8TCT1 whole entry, looked up): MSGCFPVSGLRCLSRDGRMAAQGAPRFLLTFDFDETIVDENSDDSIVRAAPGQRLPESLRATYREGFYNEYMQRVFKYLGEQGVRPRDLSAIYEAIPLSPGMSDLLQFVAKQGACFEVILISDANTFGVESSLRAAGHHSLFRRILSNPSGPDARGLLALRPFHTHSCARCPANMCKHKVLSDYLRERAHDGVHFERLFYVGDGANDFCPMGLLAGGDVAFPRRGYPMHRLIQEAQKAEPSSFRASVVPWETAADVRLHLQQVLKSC
MEKK2 mut-MEK5 = signal of MEK5 binding to mutant human MEKK2 PB1 domain | bead flow cytometry, Alexa488-MEK5 binding to MEKK2 mutant | percent response, % at 10 µM | hit rate 0.35% among 290,000 | AID 1530; in the data active = percent response above about 24%, passing the limit was not always enough; note: inactives centre near 1; some results filed as inactive read as strong as hits; reference of the scale not given here
NALP1 inh = inhibitors of NALP1 inflammasome in yeast; inhibition, % at 10 µM; AID 2071; hit rate 0.61% among 280,000; S. cerevisiae NALP1/ASC/caspase-1 growth, X-gal OD620, 72 h; in the data active = inhibition mostly above about 24%, no sharp cut-off; inactive = mostly below about 32%; note: some compounds called inactive have numbers as strong as hits
GalR3 antagonist = antagonists of human GalR3; O60755; HEK293 GalR3-CNG cAMP membrane potential fluorescence; galR3 body fused to GalR1 C-terminus; inhibition, % at 3 µM; hit rate 0.44% among 360,000;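 active = inhibition above the screen-wide average plus 3 SD, cut at about 13% in these data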;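 note: forskolin and galanin both at EC90 stimulate the cells; cAMP rise reported by CNG channel membrane potential dye signal; 0% = forskolin plus galanin with DMSO and 100% = forskolin alone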
Target sequence (O60755 1-299 limits assumed): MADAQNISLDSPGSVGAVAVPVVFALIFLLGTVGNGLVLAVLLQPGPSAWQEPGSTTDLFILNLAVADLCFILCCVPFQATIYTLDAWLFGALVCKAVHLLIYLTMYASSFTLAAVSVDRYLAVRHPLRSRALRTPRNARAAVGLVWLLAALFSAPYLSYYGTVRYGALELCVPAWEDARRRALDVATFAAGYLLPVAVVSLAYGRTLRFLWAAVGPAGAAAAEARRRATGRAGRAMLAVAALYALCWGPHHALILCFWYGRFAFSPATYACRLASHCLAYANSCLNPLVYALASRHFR
OXTR agonist = activates the human oxytocin receptor | activation, % at 3 µM | hit rate 0.32% among 320,000 | P30559 | CHO-OTR cells, Fluo-8 calcium fluorescence; normalized: DMSO 0%, oxytocin 100%;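 active = activation above the mean of all tested compounds plus 3 SD, cutoff set per screening run, cut at about 20% in these data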;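 note: peak over basal fluorescence ratio from a 100 s FLIPR kinetic read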
* = called active by the depositor; nt = no result given.

Compound | MEKK2 WT-MEK5 | V1aR counter | GPR7 antagonist | MEKK3 PB1 HTS | PHOSPHO1 inh | MEKK2 mut-MEK5 | NALP1 inh | GalR3 antagonist | OXTR agonist
CCOc1cc2[nH]c(=O)n(CCC(=O)N3CCN(c4ccccc4OC)CC3)c(=O)c2cc1OCC | 95.0 | 0.0 | 6.6 | 99.0 | 20.8 | 3.0 | 1.2 | -3.4 | -1.1
O=[N+]([O-])c1ccc(-c2ccc(/C=N/Nc3nc(N4CCCC4)nc(N4CCCC4)n3)o2)cc1 | 85.0 | -0.1 | -15.8 | 101.0 | 28.5 | 11.0 | 1.0 | -3.2 | 1.9
N#Cc1ccsc1NC(=O)CN1CCN(S(=O)(=O)c2cc(Cl)ccc2Cl)CC1 | 98.0 | 1.9 | -0.3 | 122.0 | -2.4 | 0.0 | 11.2 | -1.1 | 1.3
O=C(COc1ccc(Cl)cc1Cl)N/N=C/c1cccnc1 | 100.0 | 2.2 | -7.6 | 102.0 | 46.2 | 1.0 | 2.5 | -7.2 | 3.6
Cc1cc(OCC(=O)Nc2nnc(C3CC3)s2)ccc1[N+](=O)[O-] | 89.0 | -0.2 | -13.0 | 98.0 | -2.0 | -12.0 | -1.6 | -1.2 | 1.3
O=C(c1cc2sccc2n1Cc1ccc(F)cc1)N1CCN(c2nc3ccccc3s2)CC1 | 92.0 | 1.0 | 31.6* | 98.0 | 13.5 | -2.0 | -115.7 | 17.4* | 0.1
CC(C)(C)NS(=O)(=O)c1ccc(CCC(=O)N2CCCCC2)cc1 | 95.0 | 3.0 | 3.9 | 96.0 | 24.8 | -1.0 | 9.2 | -5.5 | -0.3
CCc1ccc(CN(C)C(=O)c2cc(=O)c3ccccc3o2)cc1 | 100.0 | 0.8 | 22.5 | 100.0 | -7.8 | -5.0 | -12.3 | -9.3 | -0.1

Random excerpt: 3 compounds from above.
Compound | MEKK2 WT-MEK5 | V1aR counter | GPR7 antagonist | MEKK3 PB1 HTS | PHOSPHO1 inh | MEKK2 mut-MEK5 | NALP1 inh | GalR3 antagonist | OXTR agonist
O=[N+]([O-])c1ccc(-c2ccc(/C=N/Nc3nc(N4CCCC4)nc(N4CCCC4)n3)o2)cc1 | 85.0 | -0.1 | -15.8 | 101.0 | 28.5 | 11.0 | 1.0 | -3.2 | 1.9
O=C(COc1ccc(Cl)cc1Cl)N/N=C/c1cccnc1 | 100.0 | 2.2 | -7.6 | 102.0 | 46.2 | 1.0 | 2.5 | -7.2 | 3.6
Cc1cc(OCC(=O)Nc2nnc(C3CC3)s2)ccc1[N+](=O)[O-] | 89.0 | -0.2 | -13.0 | 98.0 | -2.0 | -12.0 | -1.6 | -1.2 | 1.3

More results.
Compound | MEKK2 WT-MEK5 | V1aR counter | GPR7 antagonist | MEKK3 PB1 HTS | PHOSPHO1 inh | MEKK2 mut-MEK5 | NALP1 inh | GalR3 antagonist | OXTR agonist
COCCN(C(=O)c1csnn1)C(C(=O)NC1CCCCC1)c1ccc(C)cc1 (configuration not stated) | 102.0 | -1.0 | -5.7 | 103.0 | 30.4 | 5.0 | 13.6 | -10.8 | -0.6
COc1ccc(/C=C2/C(=O)N=C3SCCN32)cc1 | 100.0 | 0.3 | -10.3 | 100.0 | 32.6 | 14.0 | -4.4 | -3.2 | -1.9
Cc1ccc2c(C)c(C(=O)NCC(C)(C)N3CCOCC3)oc2c1C | 102.0 | -0.7 | -10.5 | 103.0 | 42.6 | 3.0 | 1.3 | -5.5 | -0.8
COc1cccc(-c2nc(-c3ccc(Br)o3)no2)c1 | 99.0 | 0.6 | -4.7 | 101.0 | 33.4 | 6.0 | nt | -6.3 | 0.5
COCCN(CCOC)S(=O)(=O)c1ccc(C(=O)NC2CCN(Cc3ccccc3)CC2)cc1 | 100.0 | 1.8 | -1.5 | 93.0 | -3.8 | 2.0 | -16.2 | -1.4 | -0.1
O=C(O)c1cc(N/N=C/c2cccs2)ccc1Cl | 97.0 | 0.4 | -0.2 | 100.0 | -17.4 | -1.0 | -31.2 | nt | 0.4
Cc1ccc(C(=O)Nc2nccc(-c3cccs3)n2)cc1 | 98.0 | -0.6 | 7.1 | 98.0 | 37.3 | 1.0 | 6.1 | -3.6 | -2.0
CCCCn1c(=O)nc2n(-c3ccccc3)c3ccccc3cc-2c1=O | 105.0 | -0.3 | -0.7 | 102.0 | -36.6 | 4.0 | 24.9 | -6.4 | -1.3
CCN(CC)S(=O)(=O)c1ccc2c(c1)c(=O)c(C(=O)NCc1cccs1)cn2C | 100.0 | 0.9 | -6.3 | 102.0 | 9.5 | 0.0 | 19.7 | -6.0 | -1.0
CCCCn1nnc(NC(=S)NC(=O)c2ccc(OCC)c([N+](=O)[O-])c2)n1 | 109.0 | 0.8 | -9.2 | 106.0 | 27.0 | 12.0 | -3.5 | -2.3 | 0.6
c1ccc(-c2nnc3sc(-c4cc5ccccc5o4)nn23)cc1 | 97.0 | -1.1 | 0.0 | 102.0 | 0.1 | 0.0 | 42.7 | -1.7 | -0.8
NC(=O)COc1ncn(-c2ccccc2)n1 | 105.0 | 1.0 | 4.7 | 107.0 | 4.1 | 9.0 | 10.4 | 4.2 | 1.1
Cc1cccn2c(=O)c3cc(S(=O)(=O)c4ccccc4)c(=N)n(Cc4cccnc4)c3nc12 | 101.0 | 1.6 | 4.1 | 105.0 | -27.0 | -2.0 | 0.1 | -8.3 | -0.2
O=C(O)CC(NC(=O)Cc1ccc([N+](=O)[O-])cc1)c1ccc2c(c1)OCO2 (configuration not stated) | 103.0 | 0.5 | -2.3 | 100.0 | -15.8 | 5.0 | 1.4 | -3.2 | 0.0
COc1ccc(C(=O)O/N=C(\N)c2ccc(OC)c(OC)c2)cc1 | 96.0 | 0.6 | 15.2 | 98.0 | 5.1 | -2.0 | 21.1 | -14.2 | -0.3
O=C1CC(c2ccco2)Sc2nc3ccccc3n21 (configuration not stated) | 101.0 | -0.4 | -3.1 | 109.0 | 105.5* | -1.0 | -2.5 | -4.1 | -1.2
CCCc1nc2nc(C)c(NS(=O)(=O)c3ccc4c(c3)CCCC4)c(=O)n2[nH]1 | 103.0 | -0.5 | -13.1 | 104.0 | 36.0 | 0.0 | -4.6 | -5.6 | 1.4
O=Cc1cc([N+](=O)[O-])ccc1N1CCOCC1 | 95.0 | -0.1 | -3.3 | 93.0 | -3.3 | -3.0 | 23.4 | -5.9 | 7.1
COc1ccc(C)c2sc(NC(=O)C3CC3)nc12 | 94.0 | -0.8 | 10.8 | 100.0 | 30.6 | -4.0 | 18.6 | nt | -1.3
O=C(Cn1c(=O)oc2ccccc21)Nc1nnc(N2CCCCCC2)s1 | 114.0 | 1.8 | 2.1 | 116.0 | 7.4 | 14.0 | -11.3 | 0.9 | 1.4
CCOC(=O)c1c(NC(=O)COc2cccc3c2CCN(Cc2ccc(F)cc2)C3=O)sc2c1CCC2 | 116.0 | 0.4 | -5.5 | 104.0 | 6.0 | 17.0 | 22.0 | nt | -0.2
COc1ccc(NC(=O)N2CCN(S(C)(=O)=O)CC2)cc1OC | 94.0 | 0.3 | 2.1 | 99.0 | 12.8 | 4.0 | 7.0 | -2.6 | 0.5
Cc1ccc(C(=O)CSc2nc3ccccc3c(=O)[nH]2)cc1 | 98.0 | -0.4 | -0.7 | 103.0 | -13.9 | -1.0 | -12.3 | -3.9 | -1.3
O=C(NCC1CCCO1)c1cccc(Oc2ccc([N+](=O)[O-])cc2Cl)c1 (configuration not stated) | 105.0 | 3.5 | -5.5 | 116.0 | 38.5 | -5.0 | 24.9 | -5.6 | -1.0
CCC(O)(c1ccccc1)C(CN1CCOCC1)c1ccccc1 (configuration not stated) | 103.0 | 0.4 | -2.1 | 102.0 | 19.7 | -1.0 | 2.9 | -9.2 | -1.0
CCc1sc(C(=O)Nc2nc(C)cs2)cc1C | 111.0 | nt | -7.3 | 104.0 | 26.6 | 7.0 | 28.1 | -8.9 | nt
Clc1cccc(CNCCNCc2cccc(Cl)c2)c1 | 187.0* | 0.8 | -2.6 | 115.0 | 44.8 | 17.0 | 1.5 | 22.1* | -0.4
Cc1ccc(C)c(NC(=O)CSc2cccc3cccnc23)c1 | 94.0 | 3.4 | 7.2 | 98.0 | 27.3 | -3.0 | 29.2 | -9.8 | 0.0
COc1cccc(CC2(CO)CCCN(Cc3ccc(OC)c(C)c3OC)C2)c1 (configuration not stated) | 110.0 | 5.2 | 5.0 | 102.0 | -29.4 | 1.0 | 15.6 | -13.3 | 4.1
CSCC[C@H](NC(=O)OC(C)(C)C)C(=O)N/N=C/c1cc2ccc(C)cc2nc1Cl | 101.0 | 7.1 | -2.1 | 105.0 | -0.8 | 0.0 | 12.5 | 3.3 | 3.9
O=C(O)CCCN=C1NC2(CCCC2)Cc2ccccc21 | 112.0 | 0.4 | -9.0 | 118.0 | -4.2 | 2.0 | 4.6 | 2.5 | 0.9
COc1ccc2nc(Nc3nc(C)c(CCC(C)C)c(=O)[nH]3)nc(C)c2c1 | 103.0 | 0.3 | -12.8 | 101.0 | 7.3 | 5.0 | 11.3 | -4.3 | 0.6
O=C(O)[C@H](Cc1ccccc1)NC(=O)N1CCC(Cc2ccccc2)CC1 | 124.0 | 1.2 | -2.9 | 112.0 | 23.6 | 18.0 | nt | -5.6 | 1.8
COc1cccc(CN(C)C(=O)CSc2nc3ccccc3[nH]2)c1OC | 98.0 | 2.7 | -6.0 | 99.0 | 15.1 | 1.0 | 10.2 | -2.5 | 6.0
COc1cccc(C(=O)Nc2ccc(C(F)(F)F)n(C)c2=O)c1 | 89.0 | 0.2 | 0.2 | 88.0 | 14.3 | -4.0 | 26.8 | -3.0 | -0.7
Cc1ccc2nc(-c3ccc(NC(=O)c4cccnc4)cc3)oc2c1 | 99.0 | 2.9 | 1.6 | 104.0 | 30.4 | 0.0 | 6.8 | 0.1 | 4.5
COc1ccc(-c2cc(-c3ccc(C)cc3)n[nH]2)c(O)c1 | 102.0 | 2.2 | -6.5 | 103.0 | 39.4 | 0.0 | 0.4 | -11.1 | 6.8
COc1ccc(OCCN2CCN(C3CC(=O)N(CCC(C)C)C3=O)CC2)cc1 (configuration not stated) | 84.0 | -0.5 | -9.4 | 81.0 | 20.1 | -7.0 | -19.2 | -3.1 | 0.7
O=C(CNCC1CCCCC1)Nc1ccc(OC(F)(F)F)cc1 | 109.0 | 1.3 | -0.6 | 107.0 | 8.0 | 0.0 | 15.2 | -7.7 | 5.5
NC(=S)N=Nc1c(O)[nH]c2ccccc12 | 91.0 | -0.2 | -6.8 | 86.0 | 14.3 | -2.0 | 23.5 | 3.8 | -1.1
COc1ccc(N2CC(C(=O)Nc3ccc4c(c3)OCCO4)CC2=O)cc1 (configuration not stated) | 98.0 | -0.5 | -7.6 | 99.0 | 18.8 | 0.0 | 5.5 | -7.7 | -1.1
Cc1ccc(NS(=O)(=O)c2ccc(NC(=O)[C@@H]3CCCC[C@@H]3C(=O)O)cc2)c(C)c1 | 101.0 | 4.3 | -9.8 | 99.0 | -1.4 | 3.0 | -6.5 | -3.6 | 3.8
CSc1ccc(-c2nc(CSCC(=O)NC3CC3)c(C)o2)cc1 | 98.0 | 2.4 | -19.8 | 99.0 | 22.4 | -1.0 | 17.1 | -6.7 | 1.1
CSc1c[n+]2c(n1C)CCC2 | 97.0 | 1.3 | 14.4 | 97.0 | 81.5* | -4.0 | 11.7 | -4.2 | 1.3
O=C(NC1=NCCS1)c1cccc(S(=O)(=O)N2CCc3ccccc32)c1 | 100.0 | 6.4 | -3.5 | 100.0 | 5.0 | -5.0 | 7.8 | -8.6 | 3.3
O=C(Cc1cccs1)NCc1cccc(CNC(=O)Cc2cccs2)c1 | 103.0 | -0.5 | 4.6 | 104.0 | 47.0 | 0.0 | 1.1 | -5.9 | -1.2
